Source: PubChem (several laboratories)
GDH-TPI inh = inhibits GDH-TPI coupling enzymes, artifact for Mtb FBA screen; GDH-TPI coupled enzyme counterscreen, NADH absorbance; inhibition, % at 4.8 µM; 360,000 tested, 1.2% active; AID 588335; in the data active = inhibition above about 30%;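 also: 0% = DMSO wells and 100% = wells lacking the enzyme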
PrPC TRFRET = cell surface PrPC inhibition, primary TR-FRET screen; TR-FRET read-out; inhibition, % at 13.8 µM; 370,000 tested, 0.43% active; in the data active = inhibition above about 24%; also: 0% = median of the test wells and 100% = reference compound wells
Mtb UGM inh = inhibitors of M. tuberculosis UDP-galactopyranose mutase; P9WIQ1; purified UGM, fluorescence polarization probe displacement; inhibition, % at 10 µM; 320,000 tested, 0.06% active; AID 504406; in the data active = inhibition above about 10%, passing the limit was not always enough; inconclusive = no clear call, values can overlap the other calls
Target sequence (P9WIQ1 whole entry, looked up): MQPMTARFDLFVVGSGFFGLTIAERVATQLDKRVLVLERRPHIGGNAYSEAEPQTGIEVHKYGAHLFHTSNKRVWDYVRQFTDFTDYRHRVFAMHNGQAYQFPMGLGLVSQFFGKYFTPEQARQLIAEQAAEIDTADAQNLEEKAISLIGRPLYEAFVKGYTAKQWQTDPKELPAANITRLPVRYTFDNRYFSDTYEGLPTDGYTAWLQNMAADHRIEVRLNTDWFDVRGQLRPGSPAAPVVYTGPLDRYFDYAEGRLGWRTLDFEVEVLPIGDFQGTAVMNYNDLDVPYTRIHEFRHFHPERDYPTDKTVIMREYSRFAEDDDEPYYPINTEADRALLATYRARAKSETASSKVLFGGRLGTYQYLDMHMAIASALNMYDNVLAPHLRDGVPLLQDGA
MazEF act = activators of E. coli MazEF toxin-antitoxin RNase; P0AE70; FAM/BHQ RNA-DNA oligo cleavage fluorescence, 5 h; activation, % at 20 µM; 350,000 tested, 0.32% active; AID 504720; in the data active = activation above about 50%
Target sequence (P0AE70 whole entry, looked up): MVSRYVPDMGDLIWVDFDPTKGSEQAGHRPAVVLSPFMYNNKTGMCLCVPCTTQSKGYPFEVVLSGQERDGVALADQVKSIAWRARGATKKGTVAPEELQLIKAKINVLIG
BoNT F protease = blocks Botulinum neurotoxin F light chain protease; Multiplex microsphere protease cleavage assay, flow cytometry; inhibition, % at 10 µM; 360,000 tested, 0.22% active; AID 588497; in the data active = inhibition above about 35%, passing the limit was not always enough; inconclusive = no clear call, values can overlap the other calls; also: plate controls were buffer without enzyme for full effect and enzyme alone for no effect
Rv3671c inh = inhibitors of M. tuberculosis serine protease Rv3671c; P9WHR9; inhibition, % at 5.96 µM; 320,000 tested, 0.048% active; AID 2606; in the data active = inhibition above about 38%;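 also: extracellular domain of Rv3671c used as enzyme; 0% = enzyme with DMSO and 100% = no enzyme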
Mtb FBA inh = inhibits M. tuberculosis FBA enzyme; P9WQA3; purified M. tuberculosis FBA, fluorescence read-out; inhibition, % at 1 µM; 360,000 tested, 2.3% active; AID 588726; in the data active = inhibition above about 27%;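 also: 0% = vehicle and 100% = reference inhibitor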
Target sequence (P9WQA3 whole entry, looked up): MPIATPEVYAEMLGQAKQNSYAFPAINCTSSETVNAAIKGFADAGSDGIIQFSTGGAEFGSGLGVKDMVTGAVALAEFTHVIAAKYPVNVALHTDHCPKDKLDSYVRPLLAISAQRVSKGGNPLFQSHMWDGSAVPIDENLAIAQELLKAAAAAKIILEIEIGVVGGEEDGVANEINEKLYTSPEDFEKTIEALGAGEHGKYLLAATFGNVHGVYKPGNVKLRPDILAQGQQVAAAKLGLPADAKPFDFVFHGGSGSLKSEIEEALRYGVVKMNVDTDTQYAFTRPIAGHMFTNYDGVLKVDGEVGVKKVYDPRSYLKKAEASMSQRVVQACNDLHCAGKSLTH
BioA inh = BioA (M. tuberculosis) enzyme inhibition | AID 602481 | 360,000 tested, 0.096% active | purified M. tuberculosis BioA enzyme, plate reader | inhibition, % at 9.99 µM; in the data active = inhibition above about 40%; inconclusive = no clear call, values can overlap the other calls
FadD28 FP inh = blocks FadD28 binding to the bisubstrate probe. fluorescence polarization. inhibition, % at 12.5 µM. 360,000 tested, 0.22% active. AID 588549; in the data active = inhibition above about 8.5%, passing the limit was not always enough; inconclusive = no clear call, values can overlap the other calls
The depositor's hits bear a star; ? = inconclusive; . = no result given; & = joins results of further samples.

SMILES	GDH-TPI inh	PrPC TRFRET	Mtb UGM inh	MazEF act	BoNT F protease	Rv3671c inh	Mtb FBA inh	BioA inh	FadD28 FP inh
O=C(c1ccccc1)c1ccc(C(=O)O)c(C(=O)O)c1	5.0	-2.3	.	-2.1	0.6	.	0.0	-0.8	1.0
Oc1ccc(Cl)cc1CNCC1CCCCC1	21.1	6.0	-2.0	-5.1	-10.5	-1.4	-1.4	-5.1	-0.8
COc1ccc(C(=O)NC2CC2)cc1OC1CCN(Cc2ccccc2)CC1	-2.4	-5.0	0.1	2.8	12.0	.	-0.1	-0.5	-0.3
O=C(Nc1ccccc1C(=O)Nc1ccc(F)cc1)c1ccco1	3.8	-7.6	3.4	9.0	-0.2	-5.7	0.5	-0.6	-0.2
CCOc1ccc(C(=O)NCCC(=O)N2CCC3(CC2)NCCc2[nH]cnc23)cc1	-9.6	1.7	-2.2	5.6	-6.7	-1.9	2.7	-0.2	0.2
Cc1cc(NCc2ccccn2)n2nc(C)c(-c3ccccc3)c2n1	10.4	-1.6	-2.2	0.6	-3.3	-1.4	2.3	.	-3.5
Cn1c(C(=O)NCCCN2CCN(c3cccc(Cl)c3)CC2)cc2c(=O)n(C)c3ccccc3c21	-12.9	-7.1	2.7	-33.1	-5.9	5.4	3.1	-0.8	-4.8
Cc1cc(NC(=O)COc2ccc(C(C)(C)C)cc2)no1	6.2	2.6	.	-10.4	10.4	.	-8.5	-1.2	-3.9
COc1ccc(CCNC(=O)COC(=O)Cn2cnc3ccccc32)cc1OC	1.6	5.7	1.3	3.0	-3.0	-3.9	1.4	.	0.0
CCc1nn(-c2cc(Oc3ccccc3)nc(-c3ccccc3)n2)c(N)c1C#N	8.6	-10.3	1.8	-0.6	2.7	-2.2	4.1	-0.4	-0.2
Cc1cc(C)cc(NS(=O)(=O)c2ccc(NC(=S)NC(=O)c3ccc(Br)o3)cc2)c1	14.3	11.5	1.0	-1.9	16.5	-139.7	-0.1	-0.4	-0.8
CN(C)CCN(C(=O)c1ccc(S(=O)(=O)N(C)c2ccccc2)cc1)c1nc2cc3c(cc2s1)OCO3	13.0	2.4	-1.6	-11.1	8.2	-7.2	-0.8	-1.2	-2.7
CC(=O)N1CCc2cc(S(=O)(=O)Nc3ccccc3N3CCN(C)CC3)ccc21	1.9	0.6	-0.6	17.0	-6.0	2.4	-0.4	-1.0	-1.5
COc1cc(/C=C2\C(=O)ON=C2c2ccccc2)cc(OC)c1OC	-2.2	-9.0	-0.1	0.7	-5.4	0.3	-3.3	0.7	-0.3
COc1ccc(C(=O)Nc2cccnc2)cc1	9.4	4.5	-0.8	6.7	-12.8	4.3	2.3	20.8	0.8
O=C(N[C@H](CO)[C@H](O)c1ccc([N+](=O)[O-])cc1)C(Cl)Cl	-1.0	5.1	0.3	9.2	1.1	0.2	-1.2	-0.5	-3.9
O=C(Nc1ncccc1O)c1ccc(NS(=O)(=O)c2ccc3[nH]c(=O)[nH]c3c2)cc1	22.8	-3.9	.	-15.8	?	.	2.3	0.2	-1.8
Cc1ccc(NC(=O)c2ccc(-n3cncn3)c([N+](=O)[O-])c2)cc1F	6.5	-43.2	-0.9	2.8	-12.5	-3.2	-0.6	22.8	-1.1
CC1=C(C(=O)N2CCCC(CCC(=O)NCc3ccccc3F)C2)OCCO1 (stereo not given)	-5.3	-1.2	-4.1	9.0	-2.0	0.3	0.6	-1.1	-2.2
COc1cc(CN2C[C@@H](CO)O[C@@H](n3cnc4c(NCCN(C)C)ncnc43)C2)cc(OC)c1OC	0.4	-1.4	.	.	-3.8	.	3.3	-1.6	0.5

Continued, overlapping the part above by 2 compounds.
SMILES	GDH-TPI inh	PrPC TRFRET	Mtb UGM inh	MazEF act	BoNT F protease	Rv3671c inh	Mtb FBA inh	BioA inh	FadD28 FP inh
CC1=C(C(=O)N2CCCC(CCC(=O)NCc3ccccc3F)C2)OCCO1 (stereo not given)	-5.3	-1.2	-4.1	9.0	-2.0	0.3	0.6	-1.1	-2.2
COc1cc(CN2C[C@@H](CO)O[C@@H](n3cnc4c(NCCN(C)C)ncnc43)C2)cc(OC)c1OC	0.4	-1.4	.	.	-3.8	.	3.3	-1.6	0.5
CC1Cc2ccccc2N1C(=O)CCn1c(=O)oc2ccccc21 (stereo not given)	5.8	0.3	-0.7	11.8	-2.7	-2.9	-2.0	0.9	-1.5
CCCn1c(SCC(=O)Nc2ccc3c(c2)CCC3)n[nH]c1=O	-5.8	8.6	1.3	10.6	-11.8	-10.3	-0.1	-0.3	0.7
COC(=O)C1=CN(C(C)C)C=C(C(=O)OC)C1c1cc(Br)c(OC)c(OC)c1	5.6	-6.0	-2.8	-1.9	-5.4	1.1	153.6*	.	-1.0
Cc1cc(OC(=O)c2ccccc2[N+](=O)[O-])c([N+](=O)[O-])c(=O)[nH]1	-4.3	0.3	0.2	7.9	-1.7	5.4	4.2	1.0	0.8
CN(C)CCCN(C(=O)c1ccc([N+](=O)[O-])o1)c1nc2cc3c(cc2s1)OCO3	5.6	-39.9	1.8	17.3	0.9	-2.2	1.1	1.4	-1.1
NC(=O)c1ccc(NC(=O)COC(=O)C2COc3ccccc3O2)cc1 (stereo not given)	-1.3	1.4	-4.9	-1.7	-5.5	-1.4	-0.8	-0.9	-3.9
Cc1ccsc1C(=O)N1CCC1(C)C(=O)NS(=O)(=O)c1ccccc1 (stereo not given)	10.8	2.5	.	.	-6.6	.	0.8	-0.2	-0.3
Cc1c(Cl)c([N+](=O)[O-])nn1CC(=O)NCc1ccc(Cl)cc1	4.6	-7.0	1.1	5.0	-7.2	0.0	1.2	-0.5	-2.2
O=C1CCC2c3[nH]c4ccccc4c3CCN12 (stereo not given)	3.5	4.1	.	-3.8	-7.2	.	-2.3	-1.2	-2.1
COc1cc(O)c(C(=O)CC(=O)c2ccncc2)c(OC)c1	2.6	5.3	.	3.9	0.9	.	2.9	-1.1	-2.3
Cc1sc2ncnc(N3CCC(C(=O)Nc4ccc(Cl)cc4Cl)CC3)c2c1C	2.1	4.8	-2.4	-16.6	-1.6	-11.1	1.6	.	-0.5
CCN1CCN(C(=O)N(Cc2ccc(Cl)cc2)S(=O)(=O)c2ccc(C)cc2)CC1	1.7	-6.9	-0.4	-2.8	-5.0	-0.7	1.7	0.0	-0.6
Cc1ccc(C(=O)C(C)[n+]2cccc(C(N)=O)c2)cc1 (stereo not given)	1.6	9.8	-1.8	2.3	3.2	4.1	1.9	-0.8	-1.0
NC(=O)c1ccsc1NC(=O)COC(=O)Cc1ccccc1Cl	9.1	8.3	-0.2	12.3	-3.9	19.9	-2.3	6.5	-4.6
COc1ccc(-c2nnn(CC(=O)N(CC(=O)NC3CCCC3)Cc3cccs3)n2)cc1OC	-5.5	2.6	1.9	-7.9	-4.8	7.3	-2.4	.	-3.8
C[C@@H]1CC[C@@]2(O[C@H](CCO)C[C@H](O)[C@H]2O)O1	0.9	4.8	2.8	2.4	1.3	-5.3	-0.8	-0.3	-0.8
COc1ccc(Cl)cc1S(=O)(=O)Nc1ccc2c(c1)n(C)c(=O)n2C	0.8	2.8	0.4	-0.6	-12.5	-10.5	-1.5	0.5	-0.5
COc1ccccc1NC(=O)c1ccc2c(c1)C(=O)N(c1ccccc1OC)C2=O	14.4	-0.9	-1.2	-9.4	?	-3.5	-2.8	-0.5	?
Cc1ccc(CN(C(=O)COc2ccc([N+](=O)[O-])cc2)C2CCS(=O)(=O)C2)o1 (stereo not given)	1.6	-9.2	0.8	10.4	0.0	5.7	3.4	0.6	-1.6
N#Cc1c2n(c(=O)[nH]c1=O)CCCCC2	3.8	-0.2	-2.2	-2.5	-7.2	-9.0	4.8	-2.3	-0.8

Molecules shown so far with two or more sulfur atoms:
SMILES	GDH-TPI inh	PrPC TRFRET	Mtb UGM inh	MazEF act	BoNT F protease	Rv3671c inh	Mtb FBA inh	BioA inh	FadD28 FP inh
Cc1cc(C)cc(NS(=O)(=O)c2ccc(NC(=S)NC(=O)c3ccc(Br)o3)cc2)c1	14.3	11.5	1.0	-1.9	16.5	-139.7	-0.1	-0.4	-0.8
CN(C)CCN(C(=O)c1ccc(S(=O)(=O)N(C)c2ccccc2)cc1)c1nc2cc3c(cc2s1)OCO3	13.0	2.4	-1.6	-11.1	8.2	-7.2	-0.8	-1.2	-2.7
Cc1ccsc1C(=O)N1CCC1(C)C(=O)NS(=O)(=O)c1ccccc1 (stereo not given)	10.8	2.5	.	.	-6.6	.	0.8	-0.2	-0.3

The list continues:
SMILES	GDH-TPI inh	PrPC TRFRET	Mtb UGM inh	MazEF act	BoNT F protease	Rv3671c inh	Mtb FBA inh	BioA inh	FadD28 FP inh
CC(C)(C)c1ccc(C(=O)NNC(=O)CCc2ccccc2)cc1	1.5	0.6	2.1	4.7	-8.1	-1.5	2.0	-1.0	-3.2
COc1ccc(CN2C(=O)C(C)=C(C)C2OC)cc1 (stereo not given)	8.1	4.6	1.2	-2.5	-12.2	4.3	0.5	-0.5	0.2
O=C(CSc1ccc(Cl)cc1)NC1=NN(c2ccccc2)C(=O)C1	6.3	1.3	0.6	-5.9	-27.3	-14.8	-4.2	-0.6	?
CCOc1ccc(N(C(C)C(=O)NCc2ccco2)S(C)(=O)=O)cc1 (stereo not given)	4.2	-4.5	2.1	0.3	-7.2	2.1	5.0	-1.3	0.2
O=C(c1ccccc1)c1cccn1CC(=O)N1CCCCCC1	6.0	-3.9	-1.3	2.5	.	-3.2	1.4	.	0.2
Cc1cc(=O)[nH]c(Nc2cccc(F)c2)n1	-7.6	-3.9	0.0	5.2	?	5.5	-1.2	-0.3	-1.4
NCCc1c[nH]c2ccc(C(N)=O)cc12	-0.5	9.1	-3.6	1.3	-13.5	-0.3	4.5	0.2	-0.4
Cc1ccc(OCC(=O)N2c3ccccc3NC(=O)C2(C)C)c([N+](=O)[O-])n1	-5.1	-18.1	1.1	-23.7	0.9	3.0	-2.6	.	-1.4
COc1cccc(CN(C)C(=O)Cn2cc(C)c(=O)[nH]c2=O)c1	3.3	5.0	.	1.3	-1.8	.	-1.6	-0.5	-0.3
Cc1ccc(C(=O)c2oc3nc(C)cc(C)c3c2N)cc1	4.7	-9.7	-1.0	6.7	-9.4	-7.2	8.4	2.7	1.8
Cc1nnc(NC(=O)CSc2nnc(CC(=O)Nc3ccccc3C)n2C)s1	6.2	1.6	-0.3	2.1	-39.1	4.8	-1.9	-1.6	-1.2
CCN(CC)CCN1C(=O)C(=O)/C(=C(/O)c2c(C)[nH]c(C(=O)OC)c2C)C1c1cccnc1 (stereo not given)	12.4	-9.1	1.1	7.4	-10.1	-6.0	2.5	0.9&0.7	-1.2
CN(CCC(=O)Nc1ccc(Cl)cc1)Cc1ccccc1	1.4	5.1	-2.6	-12.0	17.6	-1.1	-2.0	4.4	-0.7
CC1(C)CC(=O)NC=C(c2ccccc2)C1	13.3	1.4	-2.0	3.6	-2.2	4.6	-2.7	5.4	-3.2
CCOC(=O)CSc1nc2ccccc2c(=O)n1-c1ccc(C)cn1	-6.0	4.8	-1.8	5.0	-1.6	2.9	-0.7	1.4	-2.4
C/C(N)=C(\C#N)C(=O)NCCc1ccccn1	7.3	-2.4	1.4	3.7	-13.0	7.1	4.6	1.9	-1.2
Cc1nn(-c2ccccc2)c2sc(C(=O)NNC(=O)COc3ccccc3)cc12	17.2	-0.3	0.1	-24.7	1.1	-62.4	3.5	-2.6	-2.1
Nc1ccc2nc[nH]c2c1	-4.4	-8.1	-4.9	2.8	-31.4	-5.9	2.8	.	3.0
Cc1ccc(NC(=O)CCc2ccc(S(=O)(=O)NC3CCCCC3)cc2)cc1	3.9	14.1	4.8	0.4	-3.1	-12.1	2.0	-1.3	-4.9
Cc1cc(C(=O)NNC(=O)Cc2ccc(Cl)cc2)c(C)o1	-12.9	8.9	2.5	3.0	8.1	2.2	0.1	0.7	0.2
Cc1cc(C)cc(NC(=O)N2CCC(C(=O)c3ccc(F)cc3)CC2)c1	-3.0	6.2	0.2	1.4	-1.9	8.2	-1.8	.	-2.2
COc1ccc(S(=O)(=O)N(C)C[C@H]2Oc3ccc(NC(=O)C4CCCCC4)cc3C(=O)N([C@H](C)CO)C[C@@H]2C)cc1	8.1	-9.9	-2.0	4.8	-7.0	0.1	4.2	8.5&-1.4	4.7
COCCCNC(=O)Cn1c(=O)n(CC(=O)NCCc2ccc(OC)c(OC)c2)c(=O)c2sccc21	16.9	-1.6	-1.1	-5.6	5.3	-3.4	-1.6	.	0.2
CC(=O)c1ccc(N2CCN(C(=O)C3CCN(S(=O)(=O)c4ccc(F)cc4)CC3)CC2)cc1	25.3	12.1	2.7	-3.8	-3.3	0.8	5.5	-2.8	0.7
